Screening results (PubChem BioAssay)
KOR beta-arrestin-1: kappa opioid receptor blockers – cell-based, luminescence, uHTS (AID 1778) | inhibition, % at 10 µM; hits with a dose series show IC50 in µM | KOR beta-arrestin recruitment, luminescence, antagonist mode; higher % means a stronger effect | 0.091% of 290,000 active; in the data active means inhibition above about 50%; further: strong numbers were not always called active
GPR55 LPI antagonism: inhibition of LPI-stimulated GPR55 beta-arrestin translocation – imaging, U2OS, beta-arrestin-GFP, LPI agonist, primary screen (AID 2013); U2OS GPR55 beta-arrestin-GFP translocation imaging, LPI antagonism; higher % means a stronger effect; 0.13% of 290,000 active; inhibition, % at 10 µM, or IC50 in µM where a hit was titrated;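 active means spots per cell inhibited over 60%, with over 100 cells counted and total cytoplasm intensity under 500,000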;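 further: U2OS cells stably carrying GPR55 and arrestin-GFP stimulated by 5 µM LPI near EC80; imaged beta-arrestin-GFP aggregate spots per cell after agonist stimulation; plate controls were LPI-stimulated DMSO wells for no effect and DMSO wells without LPI for full effect; some results filed as inactive read as strong as hits; confirmed hits need IC50 under 10 µM and bright autofluorescent wells are also inconclusive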
KOR beta-arrestin-2: KOR agonists, beta-arrestin recruitment, primary screen, cell-based, luminescence, uHTS (AID 1777) | KOR beta-arrestin recruitment, luminescence; higher % means a stronger effect | activation, % at 10 µM, or EC50 in µM where a hit was titrated | 0.02% of 280,000 active; in the data active means activation above about 50%, passing the limit was not always enough; further: a part of the inactive calls stands beside numbers as strong as those of hits
NOD1 inhibition: inhibition of NOD1-driven NF-kB reporter – cell-based, luminescence, uHTS, primary screen (AID 1578); NOD1-driven NF-kB luciferase reporter cells, luminescence; higher % means a stronger effect; inhibition, % at 4 µM, or EC50 in µM where a hit was titrated; 1% of 290,000 active; in the data active means inhibition mostly above about 36%, no sharp cut-off; inactive means mostly below about 34%;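 further: HEK-293T reporter cells stimulated with the NOD1 agonist gamma-tri-DAP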
HIV fusion peptide: inhibitors of HIV fusion peptide binding, primary screen, biochemical, uHTS, fluorescence dequenching (AID 1986) | one-dose inhibition, % at 20 µM; IC50 in µM for titrated hits | cell-free peptide binding, fluorescence dequenching, 30 min; higher % means a stronger effect | 0.3% of 290,000 active; in the data active means inhibition mostly above about 52%, no sharp cut-off; inactive means mostly below about 76%; further: some results filed as inactive read as strong as hits
GPR35 arrestin U2OS: inhibition of zaprinast-stimulated GPR35 beta-arrestin translocation – imaging, U2OS, beta-arrestin-GFP, zaprinast agonist, primary screen (AID 2058); U2OS GPR35 beta-arrestin-GFP translocation imaging, zaprinast antagonism; higher % means a stronger effect; inhibition, % at 10 µM; hits with a dose series show IC50 in µM; 0.052% of 290,000 active;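 active means inhibition of at least 50% with at least 30 cells and total cytoplasm GFP at most 10,000,000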
GPR55 beta-arrestin: selective activators of receptor GPR55 – imaging, U2OS cells, beta-arrestin-GFP redistribution, primary screen (AID 1961); 0.048% of 290,000 active; one-dose activation, % at 10 µM; EC50 in µM for titrated hits; U2OS GPR55 beta-arrestin-GFP redistribution imaging; higher % means a stronger effect;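 active means activation above 40% with more than 50 cells counted in the well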;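 further: U2OS osteosarcoma cells stably expressing GPR55 and beta-arrestin-GFP; plate controls were DMSO negative control for no effect and LPI positive control for full effect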
AID2073: inhibitors of Mint1-CaV2.2 protein interaction, biochemical, HTRF (AID 2073). inhibition, % at 20 µM, or IC50 in µM where a hit was titrated. 0.19% of 290,000 active. HTRF protein-protein interaction, Mint1-CaV2.2; higher % means a stronger effect; in the data active means inhibition mostly above about 51%, no sharp cut-off; further: some results filed as inactive read as strong as hits
SIAH1 antagonists: Siah-1 peptide-binding antagonists, primary screen, biochemical, fluorescence polarization, rhodamine-plectin, uHTS (AID 1817) | Siah-1 / rhodamine-plectin peptide fluorescence polarization; higher % means a stronger effect | 0.02% of 290,000 active | displacement, % at 20 µM; hits with a dose series show IC50 in µM;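 active means displacement of at least 50% at 20 µM, with a fluorescence ratio check between 0.3 and a set limit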;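 further: plate controls were Siah plus tracer with DMSO for no effect and tracer alone without Siah for full effect; strong numbers were not always called active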
Numbers without * were called inactive; . = not tested or not shown; [ ] = another dose, or the depositor's remark. Only part of the results is shown; the hit share may differ from the screen's.

[1] COc1ccc(N2CCN(C(CNC(=O)C(=O)NCc3cccs3)c3ccco3)CC2)cc1 (configuration not stated)
[2] CC(=O)NS(=O)(=O)c1cccnc1Nc1cccc(Cl)c1
[3] CCCCOP(=O)(OCCCC)C(O)c1ccc(Br)cc1 (configuration not stated)
[4] CSc1cccc(NC(=O)c2cnccn2)c1
[5] Cc1ccc(-c2noc(CNC(=O)c3ccc4c(c3)OCO4)n2)cc1
[6] Cc1ccc(CN2CCN(Cc3ccc4cc(F)ccc4n3)CC2CCO)o1 (configuration not stated)
[7] CCCCOC(=O)C1CN(c2ccccc2)N=C1C(=O)OCC (configuration not stated)
[8] C/C(=N\NC(=O)c1nn(C)c(C)c1Br)c1ccc(NC(=O)c2ccc(C)s2)cc1
[9] COCCc1nc2ccc(C(=O)N(C)Cc3cccc(-n4nc(C)cc4C)c3)cc2o1
[10] CC(C)(C)c1ccc(-c2nc(O)c(CC(=O)O)s2)cc1
assay / entry	1	2	3	4	5	6	7	8	9	10
NOD1 inhibition	-30.8%	1.1%	-25.7%	-35.3%	-10.8%	-7.0%	15.6%	2.8%	-22.6%	-14.1%
KOR beta-arrestin-1	-15.1%	21.2%	23.7%	15.3%	-1.9%	-5.0%[20 µM]	1.2%	-7.8%[20 µM]	-14.3%	-8.9%
GPR55 beta-arrestin	-0.4%	-0.2%	-0.2%	0.0%	-0.2%	-0.2%	0.1%	0.5%	-0.1%	-0.2%
HIV fusion peptide	0.4%	0.7%	-1.4%	0.7%	1.3%	3.2%	-4.2%	0.4%	-0.6%	7.5%
AID2073	11.7%	1.8%	-7.1%	-5.0%	1.5%	1.7%	28.6%	-4.2%	1.6%	-25.5%
SIAH1 antagonists	-2.5%	0.0%	5.9%	1.7%	3.1%	-0.5%	9.2%	0.6%	10.8%	10.9%
KOR beta-arrestin-2	-5.1%	0.3%	-4.9%	-2.4%	-3.8%	.	-5.0%	-2.2%	5.7%	2.6%
GPR55 LPI antagonism	6.6%	-0.8%	4.9%	4.6%	4.2%	0.2%	-8.8%	1.8%	7.6%	8.2%
GPR35 arrestin U2OS	1.4%	2.6%	-11.1%	20.9%	9.9%	10.1%	-7.4%	18.7%	-11.4%	6.3%

[11] N#Cc1ccc(-c2ccc(F)cc2)nc1Oc1ccc(F)cc1
[12] CCOC(=O)c1ccccc1NC(=O)CSc1ncc(C(=O)OCC)c(N)n1
[13] CC(=O)Nc1ccc(NC(=O)c2ccccc2S(=O)(=O)c2ccc([N+](=O)[O-])cc2)cc1
[14] CNC(=O)C1C2C=CC3(O2)C1C(=O)N(C1CC1)C3C(=O)NCc1ccc(OC)cc1 (configuration not stated)
[15] COc1ccc(NC(=O)c2cccs2)c([N+](=O)[O-])c1
[16] O=C(CSc1nnc(-c2ccc3c(c2)OCO3)o1)Nc1ncc(Cl)cc1Cl
[17] CN(/N=C/c1cccc(Br)c1)C1=NS(=O)(=O)c2ccccc21
[18] CN(C)CCCN(C(=O)CCSc1ccccc1)c1nc2cc3c(cc2s1)OCO3
[19] O=C(Cc1ccccc1)NC(=S)Nc1ccc(OC(F)F)cc1
[20] CC(C)C(=O)Nc1cccc(C(=O)Nc2ccccc2C(=O)O)c1
assay / entry	11	12	13	14	15	16	17	18	19	20
NOD1 inhibition	5.5%	15.9%	0.0%	.	-16.7%	-11.4%	4.7%	-44.3%	10.9%	-0.4%
KOR beta-arrestin-1	-8.2%	-1.7%	4.5%[20 µM]	-10.7%	-5.9%	34.5%	3.7%	-41.1%	43.3%	13.7%
GPR55 beta-arrestin	-0.1%	0.0%	0.0%	-0.1%	0.2%	0.2%	-0.2%	-0.3%	0.2%	-0.1%
HIV fusion peptide	-1.2%	-1.4%	-2.2%	1.4%	-0.2%	9.5%	0.0%	-2.0%	0.7%	1.7%
AID2073	7.6%	-6.3%	-5.5%	0.8%	1.6%	9.7%	30.6%	-24.6%	-6.5%	3.3%
SIAH1 antagonists	3.7%	-4.4%	-0.4%	-5.3%	-0.8%	5.5%	2.0%	-8.4%	-6.5%	3.8%
KOR beta-arrestin-2	0.6%	-0.1%	-6.3%	2.4%	17.8%	-4.4%	-2.1%	1.8%	-1.6%	-10.3%
GPR55 LPI antagonism	-0.1%	-12.0%	10.8%	0.9%	-5.0%	1.8%	-2.8%	13.1%	11.4%	1.5%
GPR35 arrestin U2OS	-7.1%	-5.0%	17.1%	23.7%	-8.7%	12.4%	-8.6%	6.9%	-6.8%	5.2%

[21] Cc1nnc(SCCC(=O)Nc2ccc(F)cc2)s1
[22] O=C(NC1CCCCC1)c1ccccc1NC(=S)NC(=O)C1CCC1
[23] O=C(CC(c1ccccc1)c1cc(Br)ccc1O)N1CCCC1 (configuration not stated)
[24] COc1ccc2[nH]c(=O)c(COC(=O)c3cccs3)cc2c1
[25] COc1ccc(NC(=O)Cn2nnc(C(=O)NCc3ccccc3)c2N)cc1Cl
[26] CCn1c(SCC(=O)OC)nnc1C1CCCCC1
[27] Cc1cc(C)c(C#N)c(SCc2ccccc2)n1
[28] Cc1nn(C(=O)CNS(=O)(=O)c2ccccc2)c(C)c1Sc1ccc(Cl)cc1
[29] O=C(c1ccccc1)c1cc2cc(Cl)ccc2[nH]1
[30] Cn1c(=O)[nH]c(=O)c2c1nc(N1CCCC1)n2CCO
assay / entry	21	22	23	24	25	26	27	28	29	30
NOD1 inhibition	-14.5%	6.5%	-5.0%	-9.5%	.	-19.8%	11.5%	2.1%	-9.8%	-18.0%
KOR beta-arrestin-1	26.5%	15.9%	0.1%	5.1%	32.2%	-8.1%	-21.3%	-21.7%	-17.4%	5.5%
GPR55 beta-arrestin	0.6%	-0.1%	0.1%	-0.3%	-0.2%	0.5%	0.1%	0.1%	-0.1%	-0.2%
HIV fusion peptide	-0.9%	-3.2%	-1.1%	-0.9%	0.0%	7.3%	2.1%	-1.7%	-0.9%	1.0%
AID2073	0.3%	-12.0%	-3.5%	7.4%	7.7%	-3.8%	7.0%	-2.4%	7.9%	1.9%
SIAH1 antagonists	-7.1%	-4.3%	-0.8%	-7.3%	2.3%	0.8%	2.1%	-0.7%	3.1%	-2.2%
KOR beta-arrestin-2	-0.9%	-5.0%	1.3%	5.2%	3.7%	0.0%	0.4%	16.5%	-1.2%	-1.2%
GPR55 LPI antagonism	-2.1%	3.1%	10.5%	10.6%	8.7%	17.0%	5.4%	7.0%	12.0%	10.4%
GPR35 arrestin U2OS	-1.2%	13.8%	33.7%	-14.9%	10.9%	-7.0%	4.8%	-20.0%	-4.5%	12.9%

[31] O=C(O)CCC(=O)NN1C(=O)c2ccccc2NC1c1ccco1 (configuration not stated)
[32] O=C(NNC(=O)C1CCC1)c1ccc(Cl)cc1
[33] COc1ccccc1CN1CCN(Cc2ccco2)CC1
[34] CN(C)c1ccc(N/C=C/C(=O)c2ccccc2)cc1
[35] COc1ccc(OCC(=O)Nc2ccccc2C(=O)N2CCOCC2)cc1
[36] CCN1C(=O)C(c2ccc(O)cc2)(c2ccc(O)cc2)c2ccccc21
[37] Cc1c(C(=O)N(C)Cc2cccc(F)c2)oc2c(Cl)cccc12
[38] O=C(COC(=O)c1c(F)cccc1F)Nc1ccc2[nH]c(=O)[nH]c2c1
[39] CC(OC(=O)c1cccc(Cl)c1)C(=O)NC1CCCCC1C (configuration not stated)
[40] COC(=O)c1cc(S(=O)(=O)N2CCN(c3cccc(C)c3)C(C)C2)c[nH]1 (configuration not stated)
assay / entry	31	32	33	34	35	36	37	38	39	40
NOD1 inhibition	4.8%	-13.6%	-5.8%	13.2%	35.2%	11.0%	-27.4%	-15.2%	-15.2%	-10.3%
KOR beta-arrestin-1	4.8%	14.5%	15.7%	10.8%	43.3%	-49.5%[20 µM]	-10.8%	2.3%[20 µM]	22.2%	-27.6%
GPR55 beta-arrestin	0.4%	-0.1%	-0.1%	0.2%	-0.3%	-0.1%	-0.2%	-0.1%	-0.1%	-0.1%
HIV fusion peptide	-0.3%	-0.2%	-0.4%	9.7%	-2.4%	-0.8%	-0.9%	-2.5%	2.7%	-1.9%
AID2073	8.5%	4.8%	-0.4%	5.5%	7.8%	0.7%	6.6%	43.8%	7.6%	-2.4%
SIAH1 antagonists	-6.8%	13.8%	2.2%	0.8%	-11.2%	13.4%	3.5%	-8.2%	0.9%	-2.8%
KOR beta-arrestin-2	5.1%	-1.7%	-4.1%	-6.5%	2.5%	1.3%	1.5%	-5.1%	2.7%	-0.1%
GPR55 LPI antagonism	-2.2%	12.4%	-4.6%	-14.1%	13.2%	1.74µM*	2.3%	4.1%	14.5%	-8.5%
GPR35 arrestin U2OS	12.5%	4.3%	-5.8%	-13.3%	2.6%	-7.6%	-2.2%	5.7%	7.8%	-0.3%

[41] COc1ccc(C2SCCN2S(=O)(=O)c2ccc(NC(C)=O)cc2)cc1 (configuration not stated)
[42] CCc1ccc(NC(=S)Nc2cccc(OC)c2)cc1
[43] Cc1ccc(-c2cc(C(=O)NN=C3CCCC3)c3ccccc3n2)cc1
[44] COc1ccc(CCNC(=O)CN2C(=O)c3ccccc3C2=O)cc1
[45] Cc1nn(-c2c(Cl)cc(Cl)cc2Cl)c(=O)c2ccccc12
assay / entry	41	42	43	44	45
NOD1 inhibition	-4.7%	-0.2%	0.7%	-3.6%	27.5%
KOR beta-arrestin-1	2.0%	18.0%	-5.2%	10.4%	7.9%
GPR55 beta-arrestin	0.0%	0.3%	0.3%	-0.2%	-0.1%
HIV fusion peptide	-0.6%	-1.9%	0.9%	-0.4%	-2.0%
AID2073	-4.3%	-29.7%	12.6%	2.1%	-8.3%
SIAH1 antagonists	-4.4%	-1.9%	5.1%	5.4%	-5.8%
KOR beta-arrestin-2	-2.5%	6.4%	0.6%	-8.5%	4.7%
GPR55 LPI antagonism	-8.0%	9.0%	-11.0%	-2.0%	9.0%
GPR35 arrestin U2OS	0.4%	-10.6%	3.3%	16.4%	11.5%

Taken from above.
Entry for COc1ccc(CCNC(=O)CN2C(=O)c3ccccc3C2=O)cc1 under KOR beta-arrestin-2: -8.5%
Entry for Cc1nn(-c2c(Cl)cc(Cl)cc2Cl)c(=O)c2ccccc12 under AID2073: -8.3%
Entry for COc1ccc(C2SCCN2S(=O)(=O)c2ccc(NC(C)=O)cc2)cc1 (configuration not stated) under KOR beta-arrestin-1: 2.0%
